# esBAF inh: blocks esBAF chromatin remodeling in mouse ES cells | AID 602393 | 2% of 350,000 active | Bmi1-luciferase knock-in reporter, 24 h; 100% = twice the neutral-well signal | reporter increase, % at 12.5 µM; in the data active = activation above about 40%; inconclusive = no clear call, values can overlap the other calls;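 also: 0% = median of the plate's neutral control wells and 100% = double that signal; a rise in the Bmi1 reporter signal indicates esBAF inhibition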
# Statin myotox sup: protects C2C12 myotubes from simvastatin toxicity | ATP luminescence, 48 h; scaled: DMSO 0, geranylgeraniol control 100 | rescue of ATP level, % at 7.49 µM | 0.78% of 330,000 active | AID 602340;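 active = mean ATP rescue above about 67%, or every replicate alone reaching that limit, limit read from the data, passing the limit was not always enough; inconclusive = no clear call, values can overlap the other calls; inactive = mean under the limit and some replicate under it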;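 also: myotubes were challenged with 10 µM simvastatin during compound exposure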
# Cneo AK release: Cryptococcus neoformans lysis via adenylate kinase release. AID 651654. 0.2% of 360,000 active. lysis activity, % at 15 µM. C. neoformans lysis, adenylate kinase release luminescence, 4 h; normalised: neutral wells 0, clomiphene wells 100;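 active = mean lysis activity across replicates of at least 80%, whatever share of replicates individually reach that level; inactive = mean lysis activity below 80%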
#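 read-out = cell lysis signal | test system = log-phase Cryptococcus neoformans yeast cells | input = cells at 5 × 10^6 per mL | medium = fresh YPD growth medium | signal = luminescent adenylate kinase detection reagent | timing = 4 h at 37 °C static, read 1 h later | dosing = single dose | controls = Clomiphene as positive lysis control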
# ERp5 block: inhibitors of human ERp5 | Q15084 | ERp5 insulin aggregation, absorbance 650 nm, 90 min | inhibition, % at 9.99 µM | 0.05% of 350,000 active | AID 651711;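 active = mean replicate inhibition above about 25%, with every replicate also reaching it, limit read from the data, passing the limit was not always enough; inconclusive = only one of those two criteria met; inactive = neither criterion met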
# Target sequence (Q15084 whole entry, looked up): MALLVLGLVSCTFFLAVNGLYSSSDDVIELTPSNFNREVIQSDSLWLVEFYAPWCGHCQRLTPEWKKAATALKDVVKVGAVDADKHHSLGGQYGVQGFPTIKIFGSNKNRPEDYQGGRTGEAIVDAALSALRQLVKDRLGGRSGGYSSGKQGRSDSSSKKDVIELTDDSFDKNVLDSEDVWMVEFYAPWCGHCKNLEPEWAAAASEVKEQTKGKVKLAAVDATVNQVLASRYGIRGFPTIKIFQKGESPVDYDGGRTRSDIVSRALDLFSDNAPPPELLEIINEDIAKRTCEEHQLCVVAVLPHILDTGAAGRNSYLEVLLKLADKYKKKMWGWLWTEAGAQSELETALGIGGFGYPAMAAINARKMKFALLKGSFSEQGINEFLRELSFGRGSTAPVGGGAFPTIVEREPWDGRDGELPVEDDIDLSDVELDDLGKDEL
# ARNT-TACC3 inh: disruptors of human ARNT/TACC3 interaction; Q9Y6A5; AlphaScreen His-ARNT PAS-B/GST-TACC3 binding, luminescence; TACC3 fragment carries E629A point mutation; inhibition, % at 9.99 µM; 0.66% of 390,000 active; AID 623870;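 active = mean inhibition of replicates at least 50% and at least half of replicates each reaching 50%; inconclusive = half or more replicates reach 50% but mean below 50%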;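 also: 0% = complete ARNT plus TACC3 wells and 100% = ARNT alone without TACC3; many hits fall short of the cut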
# SIRT5 block: sirtuin-5 (human) deacylase inhibition; inhibition, % at 15 µM; Purified SirT5, succinyl-peptide AMC, trypsin-coupled fluorescence; 1.1% of 330,000 active; in the data active = inhibition above about 15%; inconclusive = no clear call, values can overlap the other calls
# Target sequence (Q9NXA8 whole entry, looked up): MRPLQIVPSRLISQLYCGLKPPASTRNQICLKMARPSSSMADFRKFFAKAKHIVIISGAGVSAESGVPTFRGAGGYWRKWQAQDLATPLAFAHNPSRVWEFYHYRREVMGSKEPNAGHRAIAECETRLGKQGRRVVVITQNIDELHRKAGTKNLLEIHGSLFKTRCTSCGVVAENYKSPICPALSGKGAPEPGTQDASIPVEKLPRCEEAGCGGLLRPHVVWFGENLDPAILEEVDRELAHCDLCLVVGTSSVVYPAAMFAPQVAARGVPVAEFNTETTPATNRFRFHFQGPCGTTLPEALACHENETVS
# miR122 inh: miR-122 inhibition in Huh7 cells. AID 602342. 0.3% of 340,000 active. Huh7 miR-122 Renilla luciferase sensor, 48 h; neutral wells = 0, positive control = 100. activation (reporter increase), % at 12.5 µM;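 active = mean replicate activation score at least 90 and every replicate individually at or above 90; inconclusive = only one of the two criteria met; inactive = neither criterion met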;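 also: higher luciferase means less miR-122 activity so hits act as miR-122 inhibitors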
# Active calls of the source: *; ? = inconclusive; · = no result given; [ ] = dose if it differs, or a comment.
# The first 2 entries, to show the layout:
Structure,esBAF inh,Statin myotox sup,Cneo AK release,ERp5 block,ARNT-TACC3 inh,SIRT5 block,miR122 inh
Cn1c(CNC(=O)c2cccs2)n[nH]c1=S,·,·,0,-1,-1,·,0
COc1ccc(-c2[nH]n(-c3ccc([N+](=O)[O-])cc3)c(=O)c2C=NCC2CCCO2)cc1 (stereo unspecified),·,·,·,0,-1,0,·

# The whole of this part, repeating the preview:
Structure,esBAF inh,Statin myotox sup,Cneo AK release,ERp5 block,ARNT-TACC3 inh,SIRT5 block,miR122 inh
Cn1c(CNC(=O)c2cccs2)n[nH]c1=S,·,·,0,-1,-1,·,0
COc1ccc(-c2[nH]n(-c3ccc([N+](=O)[O-])cc3)c(=O)c2C=NCC2CCCO2)cc1 (stereo unspecified),·,·,·,0,-1,0,·
N#Cc1ccc(NC(=S)NC(=O)C2CC2)cc1,-2,-62,-3,4,·,-3,-15
Cc1noc(C)c1NC(=O)N[C@@H]1C=C[C@H](CC(=O)Nc2ccccc2)O[C@@H]1CO,2,-3,-3,1,-7,-1,·
Cc1ccc(Cc2c(-c3cccc(Cl)c3)nc3ccc(Br)cn23)cc1,?,1,-2,-12,·,2,-4
COc1ccc(-c2cnc3c(NC(C)=O)cc(-c4ccc(S(C)(=O)=O)cc4)cn23)cc1OC,5,-33,0,0,·,·,·
Cc1ccc(S(=O)(=O)N(C)C[C@H]2Oc3ccc(N(C)C)cc3CC(=O)N([C@@H](C)CO)C[C@H]2C)cc1,1,8,3,-4,-6,-3,-2[16.7 µM]
Cc1ccc(CNn2cnnc2SCC(=O)NC(C)(C)C)cc1,7,0,4,·,-4,·,-2
COc1cc(-n2c(C)nc3cccnc32)c(Cl)cc1C(=O)O,0,-4,1,-1,9,-1,-4
CC(C(=O)NCCS(=O)(=O)c1ccc(Br)cc1)S(=O)(=O)c1ccc(Cl)cc1 (stereo unspecified),-2,5,3,3,5,-4,-7
C[C@@H]1CCCCO[C@H](CN(C)S(=O)(=O)c2ccccc2)[C@@H](C)CN([C@H](C)CO)C(=O)c2cc(NC(=O)C3CCCCC3)ccc2O1,-5,·,-3,1,-2,2,-7[16.7 µM]
Cc1nc(Nc2ccccc2C(F)(F)F)sc1C(=O)N(C)C,49*,-4,-1,7,-2,-2,0
O=C(NC1CC2CCCC(C1)N2C(=O)Nc1cccc(F)c1)C1CC1 (stereo unspecified),-5,9,-1,-3,0,-5,-3
C[C@H](CO)N1C[C@H](C)[C@H](CN(C)C)Oc2ncc(-c3ccc(C(=O)N(C)C)cc3)cc2C1=O,3,7,3,-3,-4,-1,29[16.7 µM]
Nc1cc(=O)[nH]c(SCC(=O)Nc2cc(S(=O)(=O)N3CCOCC3)ccc2Cl)n1,·,·,·,24,-9,1,·

# The list continues.
Structure,esBAF inh,Statin myotox sup,Cneo AK release,ERp5 block,ARNT-TACC3 inh,SIRT5 block,miR122 inh
Cc1ncc(CO)c(/C=N/NC(=O)c2cc(Br)ccc2O)c1O,·,·,·,-4,62*,1,·
C/C(=N\NS(=O)(=O)c1ccc(Cl)c([N+](=O)[O-])c1)c1ccc(C)o1,0,15,0,·,-13,·,0
COc1cccc(C(=O)N2CCN(C(=O)c3cccs3)CC2)c1OC,-3,-1,6,·,9,·,-2
CCOc1ccccc1N1CCN(CC(=O)Nc2nccs2)CC1,-1,-9,0,-1,·,·,0
C=CCNC(=O)c1onc(CSc2ccc(Cl)cc2)c1C(=O)NCC=C,-10,1,2,·,-4,·,-3
O=C(c1ccccc1)N1C[C@@H]2[C@H](c3ccccc31)[C@@H](CO)N2C(=O)CN1CCOCC1,-4,3,-3,3,-20,6,0[16.7 µM]
COc1ccc(NC(=O)Nc2ccc3c(c2)[C@H]2C[C@@H](CC(=O)N4CCN(C)CC4)O[C@@H](CO)[C@H]2O3)cc1,-2,-5,1,-3,4,-6,7[16.7 µM]
COC(=O)c1ccccc1NC(=S)NC(=O)COc1ccccc1Cl,-5,5,-1,·,-5,·,-12
COc1ccc(CC(=O)NC(C)c2nnc(SCC(=O)c3ccc(OC)cc3)n2C)cc1 (stereo unspecified),·,·,·,7,0,-2,·
CCc1nc2ccc(C(=O)NCc3ccc4c(c3)OCO4)cn2c1N(C)Cc1ccc(OC)cc1,-2,-37,-1,-9,·,-1,-17
COc1ccc(N2C(=O)CC(NNC(=O)c3ccc(Br)s3)C2=O)cc1 (stereo unspecified),·,·,·,-1,-15,1,·
CCOC(=O)Cc1ncccc1C(=O)Nc1ccc(OC)cc1,·,·,·,23,-3,16*,·
C[C@@H]1CN([C@H](C)CO)C(=O)c2cc(NC(=O)Nc3ccccc3)ccc2O[C@H]1CN(C)S(=O)(=O)c1ccc(Cl)cc1,-3,-31,0,0,3,-1,-1[16.7 µM]
O=c1[nH]cn[nH]1,-3,-2,-1,-2,9,-5,-3
CSC1=NCCN1S(=O)(=O)c1ccc(Cl)cc1,·,·,·,4,2,0,·

# Further results follow:
Structure,esBAF inh,Statin myotox sup,Cneo AK release,ERp5 block,ARNT-TACC3 inh,SIRT5 block,miR122 inh
COc1ccc(C(CC(=O)N2CCCC(C)C2)c2c(OC)cc(OC)c3ccc(=O)oc23)cc1 (stereo unspecified),-3,20,2,·,-2,·,7
CCN(CC(=O)NCc1ccc(F)cc1)C(=O)C1CCN(C(=O)Nc2ccccc2)CC1,25,-5,-1,·,-3,·,3
OC(CC1CC12c1ccccc1-c1ncccc12)(c1ccccc1)c1ccccc1 (stereo unspecified),-5,-5,3,·,-1,·,-11
CCN(C(=O)CSc1nnnn1C)C1CCS(=O)(=O)C1 (stereo unspecified),-3,13,3,0,0,-5,-4
Nc1ncnc(Oc2ccccc2F)c1[N+](=O)[O-],0,16,0,-8,2,1,-9
NCCc1nnc(SCC(N)=O)o1,-2,-82,1,·,-4,·,0
Cc1cccc2cc(CN(Cc3cccnc3)C(=O)c3ccncc3)c(=O)[nH]c12,1,2,2,·,0,·,-5
CC(=O)N1C2=CCCC3CCCCC23c2ccccc21 (stereo unspecified),3,-1,·,1,-8,2,0
Cc1nc(-c2ccccc2)ccc1C(=O)O,-9,5,·,11,1,2,-2
Cc1ccc(NC(=O)c2cc3c(s2)CCCC3)cc1S(=O)(=O)Nc1ccccc1Cl,·,·,1,·,-4,·,89
COc1ccc(CSc2nnnn2C)cc1F,16,7,-3,·,-2,·,-9
Cc1ccc(-c2ccc([C@@H]3[C@H](CO)N4CCCCN(C)C[C@@H]34)cc2)cc1,·,·,0,0,0,1,7[16.7 µM]
CN(CC(=O)Nc1ccc(F)cc1)C(=O)CSc1nc2ncc(Cl)cc2[nH]1,·,·,·,0,-22,1,·
Cc1ccccc1OCC(=O)Nc1nc(C)c(C(=O)N(C)C)s1,9,1,0,·,-4,·,-5
COc1ccc(S(=O)(=O)N(C)C[C@H]2OCCCC[C@H](C)Oc3ccc(NC(=O)Cc4ccccc4)cc3C(=O)N([C@H](C)CO)C[C@@H]2C)cc1,8,·,-1,-2,-5,-4,8[16.7 µM]

# (next part)
Structure,esBAF inh,Statin myotox sup,Cneo AK release,ERp5 block,ARNT-TACC3 inh,SIRT5 block,miR122 inh
O=C(NCc1ccccc1)[C@@]1(Cc2ccccc2)N=C(c2ccc(OCCCO)cc2)O[C@H]1c1ccccc1,·,·,-3,3,-3,2,·
CCCc1cc(-c2n[nH]c(=S)n2Cc2ccccc2)cs1,·,·,·,-8,-3,-2,-6
CCCC(=O)N1C[C@@H]2[C@H](c3ccccc31)[C@H](CO)N2C(=O)Nc1ccccc1,-1,-8,-7,-1,-5,0,13[16.7 µM]
CCCCCCn1nc(C(=O)N(CCCC)c2c(N)n(CCC)c(=O)[nH]c2=O)c2ccccc2c1=O,4,1,-2,-18,0,-1,4
C[C@H](NC(=O)C1CC(=O)N(c2ccc3c(c2)OCCO3)C1)C(=O)N1CCC(C(=O)O)CC1 (stereo partly specified),1,4,·,2,·,-2,3
CON1C(=O)C(=O)N(OC)C(C)(C)C1(C)C,·,·,·,-2,22,0,·
C[C@@H]1CN([C@@H](C)CO)C(=O)c2cc(NC(=O)Nc3ccccc3)ccc2O[C@@H](C)CCCCO[C@H]1CN(C)S(=O)(=O)c1ccc(Cl)cc1,-4,·,-6,-5,9,4,-1[16.7 µM]
CCS(=O)(=O)N1CCCCN2[C@@H](CO)[C@H](c3ccc(C#Cc4ccccc4OC)cc3)[C@@H]2C1,·,·,-1,1,7,0,4[16.7 µM]
O=C(CSc1nc(O)cc(=O)[nH]1)Nc1ccc2c(c1)CCC2,-4,10,1,·,·,·,10
CCN(C(=O)CSc1nnc(-c2ccc3c(c2)OCO3)o1)C1CCS(=O)(=O)C1 (stereo unspecified),-1,-12,1,1,1,-2,-9
CC(OC(=O)COc1ccccc1)C(=O)NC1CCCC1 (stereo unspecified),-1,7,-1,2,-27,2,-4
Cc1cccc(C)c1NC(=S)N(Cc1cccs1)C1CCCC1,·,·,·,0,1,1,·
CN1C(=O)c2cc(NC(=O)c3ccccc3)ccc2OC[C@@H]2O[C@H](CC(=O)O)CC[C@H]21,-4,9,10,7,-12,-5,-4[16.7 µM]
COc1ccc(C2c3cc(OC)c(OC)cc3CCN2C(=O)c2cccc([N+](=O)[O-])c2)cc1OC (stereo unspecified),-1,21,0,2,1,-1,0
O=S(=O)(c1cccc(-c2cn3ccccc3n2)c1)N1CCCCC1,11,-8,0,3,5,-2,-10

# (continued)
Structure,esBAF inh,Statin myotox sup,Cneo AK release,ERp5 block,ARNT-TACC3 inh,SIRT5 block,miR122 inh
CSCCC(NS(=O)(=O)c1ccc(C)cc1)C(=O)N1CCCCCCC1 (stereo unspecified),-6,1,0,3,·,-4,-3
Cc1c(C(=O)NC2CCS(=O)(=O)C2)oc2ccccc12 (stereo unspecified),-5,-4,-1,-3,0,-1,-12
COC(=O)c1ccc(NC(=O)C23CC4CC(C2)CC(n2cncn2)(C4)C3)cc1,1,34,0,·,-2,·,-2
C[C@@H]1CCCCO[C@H](CN(C)S(=O)(=O)c2ccccc2)[C@@H](C)CN([C@H](C)CO)C(=O)c2cc(NC(=O)Nc3ccc4c(c3)OCO4)ccc2O1,-5,·,0,-1,-15,-1,4[16.7 µM]
CN1CCN(c2ccc(NC(=O)CN3CCOCC3)cc2F)CC1,·,·,·,5,-2,0,·
Cc1ccc(S(=O)(=O)N(C)C[C@@H]2Oc3ncc(C#CC4(O)CCCC4)cc3C(=O)N([C@@H](C)CO)C[C@H]2C)cc1,-5,9,46,-1,-4,2,-1[16.7 µM]
CC1=C(C(=O)N(C(C)C)C(C)C)CC(CC(=O)NCCN2CCOCC2)C(=O)N1Cc1ccc(F)cc1 (stereo unspecified),4,-11,-2,-7,·,-4,2
Cc1sc(NC(=O)c2ccc(F)cc2)c(CN2CCCCCC2)c1C,0,0,-6,6,-2,-1,7
CSc1cccc(NC(=S)N(CCCN2CCC(C)CC2)Cc2cccs2)c1,8,-14,1,2,9,6,14
Cc1ccc(Cn2c(SCC(N)=O)nc3c2c(=O)n(C)c(=O)n3C)cc1,-2,5,1,-10,4,-4,-9
C[C@@H]1CCCCO[C@H](CN(C)S(=O)(=O)c2ccc(F)cc2)[C@@H](C)CN([C@H](C)CO)C(=O)c2cc(NS(=O)(=O)c3ccc(F)cc3)ccc2O1,-4,·,-1,·,7,·,15[16.7 µM]
CCOc1ccc(CNC(=O)C2CCN(c3nn4c(=O)cc(C)nc4s3)CC2)cc1,5,23,3,·,2,1,-6
CN1CCN(c2nc(-c3ccccn3)nc3ccccc23)CC1,1,10,-3,·,67*,·,-11
CC(C)CN1CCC(=O)NC1=S,1,-3,0,-9,-14,-2,-10
CCCNC(=O)Nc1ccc2c(c1)C(=O)N(C)C[C@@H](OC)[C@@H](C)CN(C(=O)CC)[C@H](C)CO2,3,0,91*,·,-7,·,29[16.7 µM]
COc1ccccc1Cc1nnnn1CC(=O)O,-3,-36,-3,·,-12,·,5

# Bioassay records: PubChem BioAssay, Broad Institute
